D1 agonist – Allosteric Agonists of the Human D1 Dopamine Receptor: qHTS | HEK293 T-REx D1 cells, calcium flux, agonist mode | 360,000 compounds, 1% hits | activation, % at 2 µM; in the data active = activation above about 30%; note: 0% is about no effect
Target sequence (P21728 whole entry, looked up): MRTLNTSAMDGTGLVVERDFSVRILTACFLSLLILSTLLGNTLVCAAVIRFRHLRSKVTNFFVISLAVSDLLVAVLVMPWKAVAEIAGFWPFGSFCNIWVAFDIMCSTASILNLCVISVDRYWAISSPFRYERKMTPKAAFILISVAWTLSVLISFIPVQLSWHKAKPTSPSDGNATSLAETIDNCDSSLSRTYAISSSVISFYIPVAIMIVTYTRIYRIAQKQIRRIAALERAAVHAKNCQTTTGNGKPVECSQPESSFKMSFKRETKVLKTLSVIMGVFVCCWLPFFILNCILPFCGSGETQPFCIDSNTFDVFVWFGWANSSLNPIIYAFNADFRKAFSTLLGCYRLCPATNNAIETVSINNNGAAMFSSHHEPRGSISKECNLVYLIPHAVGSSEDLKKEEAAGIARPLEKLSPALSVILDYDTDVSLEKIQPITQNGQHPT
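Tetracycline-induced HEK293 TREx D1 cells, force-coupled to calcium signalling, were dye-loaded with a no-wash calcium kit. Compound was pin-added after a 10 s baseline. Fluorescence was read kinetically at 1 cycle/s for 180 s, with calcium rises flagged as agonism.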
Vif-APOBEC3G blk – qHTS for Inhibitors of Vif-A3G Interactions: qHTS; DNA dC->dU-editing enzyme APOBEC-3G (Homo sapiens), Q9HC16; HeLa A3G-eYFP + Vif (tagged APOBEC3G with the HIV-1 protein that degrades it), YFP fluorescence, overnight; Potency, µM (highest dose often 46.1 µM), for the others: at the highest dose activity, negative = active, usual class: inhibitors; 410,000 compounds, 0.076% hits;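 note: potency is the fitted concentration of half-maximal effect; % is set by controls: 0 for no effect and ±100 for the full control effect; nearly all actives have a fitted effect of over 60% in size; hits raise eYFP signal because A3G escapes Vif-driven loss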
Target sequence (Q9HC16 whole entry, looked up): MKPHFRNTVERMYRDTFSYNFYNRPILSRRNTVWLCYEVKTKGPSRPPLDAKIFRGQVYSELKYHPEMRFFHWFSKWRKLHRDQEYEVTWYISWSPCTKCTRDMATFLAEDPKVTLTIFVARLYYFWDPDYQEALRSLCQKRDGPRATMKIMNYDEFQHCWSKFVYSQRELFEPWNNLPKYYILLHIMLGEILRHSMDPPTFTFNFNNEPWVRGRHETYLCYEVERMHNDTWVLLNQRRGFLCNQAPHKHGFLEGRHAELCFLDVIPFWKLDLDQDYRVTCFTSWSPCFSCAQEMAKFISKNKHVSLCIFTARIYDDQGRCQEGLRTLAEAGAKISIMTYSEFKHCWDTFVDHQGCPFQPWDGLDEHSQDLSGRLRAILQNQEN
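Read-out is eYFP fluorescence (Ex 488/Em 500-530) from Vif-expressing HeLa A3G-eYFP cells; more signal means A3G escaped Vif-mediated degradation. Cells plated overnight, compound pinned in, incubated overnight at 37 deg C.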
D2 PAM – HTS Assay for Positive Allosteric Modulators of the Human D2 Dopamine Receptor: Primary Screen for Potentiators. HEK293 T-REx D2, calcium flux, EC20 dopamine potentiation. potentiation, % at 10 µM. 340,000 compounds, 0.34% hits;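 active = potentiation over 3 SD above the plate norm, cut at about 30% in these data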; note: 0% is about no effect
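Cells plated with tetracycline inducer and held overnight at 30 C; calcium dye loaded 30–90 min at room temperature; baseline taken, compound added and read 180 s; EC20 dopamine then added and read 180 s.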
Glioma ERSR ind – qHTS for Inducers of the Endoplasmic Reticulum Stress Response (ERSR) in Human Glioma: qHTS. U87-MG GRP78 promoter luciferase reporter, 16 h. Potency, µM, without a hit: top-dose activation, actives largely listed as activators. 420,000 compounds, 0.02% hits; note: potency is the fitted concentration of half-maximal effect; series mostly up to about 76 µM; % of control where 0% means no effect; nearly all actives have a fitted effect of over 35% in size
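Stably transfected U87-MG glioma cells carrying a GRP78-based luciferase sensor; 16 h compound incubation. Luminescence end-point read 10 min after Bright-Glo addition at room temperature.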
RXFP1 antag – qHTS Assay for Antagonists of the Relaxin Receptor RXFP1 | 350,000 compounds, 0.59% hits | Relaxin receptor 1 (Homo sapiens), Q9HBX9 | AID 1259400, 2018 | HEK293-RXFP1, relaxin-stimulated cAMP HTRF, 30 min; hits give low values | activity change, negative = inhibition, % at 57.5 µM;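 active = activity change of -60% or lower, but not beyond a set lower limit; inconclusive = change between -60% and -40%, or beyond the set limit; inactive = change above -40%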; note: % is set by controls: 0 for no effect and ±100 for the full control effect
D1 PAM – Potentiators of Human D1 Dopamine Receptor: qHTS; HEK293 TREx D1 cells, calcium flux, dopamine EC20 potentiation; 360,000 compounds, 0.036% hits; potentiation, % at 10 µM; in the data active = potentiation above about 30%; note: 0% is about no effect
Vif-A3F inh – qHTS for Inhibitors of Vif-A3F Interactions: qHTS; HeLa A3F-eYFP + Vif (tagged APOBEC3F with the HIV-1 protein that degrades it), YFP fluorescence increase; Potency, µM (highest dose often 46.1 µM), for inactives: at the highest dose activity, negative = active; 390,000 compounds, 0.2% hits; note: potency is the fitted concentration of half-maximal effect; % of control where 0% means no effect; nearly all actives have a fitted effect of over 65% in size
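HeLa cells stably expressing Vif plus C-terminally eYFP-tagged A3F were seeded, incubated overnight at 37 deg C, dosed with compound, incubated overnight again at 37 deg C. Yellow fluorescence (Ex 488/Em 500-530) reported blocked Vif-mediated A3F-eYFP degradation.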
RXFP1 agonist – qHTS Assay for Agonists of the Relaxin Receptor RXFP1; HEK293T-RXFP1 cAMP TR-FRET, 30 min; response scale: percent of porcine relaxin response, buffer zero; Potency, µM (top dose mostly 57.5 µM), for the others: top-dose activation, most hits filed as activators; AID 2676, 2010; Relaxin receptor 1 (Homo sapiens), Q9HBX9; 370,000 compounds, 0.3% hits; note: potency is the fitted concentration of half-maximal effect; % is set by controls: 0 for no effect and ±100 for the full control effect; nearly all actives have a fitted effect of over 60% in size; many of its hits are not listed in these tables
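cAMP rise read by TR-FRET after 30 min, 37C compound exposure (up to 58 uM) in RXFP1-transfected HEK293 cells with Ro 20174 present. EC50 from Hill-equation fits, with 29 nM porcine relaxin as 100% and buffer as basal.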
D1 antag – Antagonist of Human D 1 Dopamine Receptor: qHTS; D(1A) dopamine receptor (Homo sapiens), P21728; HEK293 TREx D1 cells, calcium flux, dopamine EC80; hits give low values; activity change, negative = inhibition, % at 10 µM; 360,000 compounds, 3.2% hits; in the data active = activity change below about -30%; note: % is set by controls: 0 for no effect and ±100 for the full control effect
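Using tetracycline-induced force-coupled D1 Hek293 cells and a calcium dye, signals were followed for 180 s after compound, then for 180 s after EC80 dopamine, to detect inhibitors.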
* hit, by the source's call; u = inconclusive; x = not tested or not shown; & = joins results of further samples. Unless noted, calls come from the whole dose curve; as a rule, active = well fitted curve in the direction sought with a large enough effect; inconclusive = small, poorly fitted or top-dose-only effect, or another doubt; inactive = no such curve, though single readings can be large; an effect the other way counts as inactive or inconclusive.

SMILES	D1 agonist	Vif-APOBEC3G blk	D2 PAM	Glioma ERSR ind	RXFP1 antag	D1 PAM	Vif-A3F inh	RXFP1 agonist	D1 antag
Cc1oc2ccc(O)c(CN3CCCC3)c2c1C(=O)Nc1ccccc1	1	-3%	5	-2%	-9	0	0%	0.4%	8
CS/C(Nc1cc(Cl)ccc1Cl)=C(/C#N)C(=O)c1ccco1	4	-4%	4	-9%	u	-2	4%	5.1%	8
COc1ccccc1NC(=O)c1ccc2c(Cl)c3c(nc2c1)CCCC3	1	-3%	9	2%	x	-4	-6%	2.0%	-22
CCOC(=O)/C(Sc1nc(-c2ccccc2)cc(-c2ccccc2)c1C#N)=C(\C)O	3	-15%	-3	1%	-10	-4	-25%	7.5%	-5
Cc1cc(C)c(NC(=O)Nc2ccccc2)c(Cl)c1	7	-1%	1	2%	-11	2	-1%	0.1%	0
CNC(=O)C1CCC(Cn2c(=O)c3sccc3n(CC(=O)Nc3ccc(C)cc3C)c2=O)CC1 (stereo not drawn)	1	-2%	-9	-4%	-8	-2	-4%	3.1%	0
CCNc1nc(NC(C)C)nc(N(C#N)C(C)C(=O)N(C)C)n1 (stereo not drawn)	3	-1%	2	-4%	-2	-1	-7%	-0.3%	14
COc1ccccc1NC(=O)c1ccc(NS(=O)(=O)c2ccc(F)c(F)c2F)cc1	11	-7%	13	-1%	6	4	3%	6.8%	-16
COc1ccc(Cc2nc3ccc(C(=O)NCCCN4CCN(C)CC4)cc3o2)cc1	7	1%	-13	-2%	u	-3	9%	3.2%	-11
Cc1ccc(CNc2oc(-c3cccs3)nc2C#N)cc1	1	0%	5	6%	15	-10	-11%	9.1%	-10
CCOC(=O)CSc1nnc(CNC(=O)Cc2ccccc2)n1C	2	1%	-2	-4%	-4	-9	-1%	0.2%	-1
Cc1ccccc1OCCn1cc(C(=S)N2CCN(C)CC2)c2ccccc21	10	0%	-12	-1%	-2	-4	1%	2.6%	10
O=C(CC(=O)c1ccncc1)c1ccccc1	x	0%	x	3%	-3	x	1%	x	x
Cc1cc(C)cc(N(C(=O)c2csnn2)C(C(=O)NC2CCCCC2)c2cccnc2)c1 (stereo not drawn)	8	-6%	1	-1%	-5	-6	5%	-0.2%	3
O=S(=O)(c1ccccc1)N1CN(Cc2ccc(F)cc2)c2nc3ccccc3nc21	2	-1%	-3	4%	-4	4	-16%	2.6%	6
CN(C)C1(CNC(=O)C2CCN(S(=O)(=O)c3cc(Cl)ccc3Cl)CC2)CCCCC1	0	1%	-3	-2%	-5	2	-23%	2.0%	13
CCOC(=O)C1C(c2ccc(OC)c(OC)c2)c2c([nH][nH]c2=O)CC1(C)O (stereo not drawn)	2	-26%	-5	-5%	11	-11	-18%	5.1%	2
COc1ccccc1CC(NC(C)=O)C(=O)NC1CCN(C(=O)c2cccc(Cl)c2)CC1 (stereo not drawn)	2	0%	x	-4%	1	-4	-9%	-1.6%	-3
COc1ccccc1Nc1nc(N2CCOCC2)nc(N2CCOCC2)n1	5	0%&0%	-1	-9%&-3%	27	-2	4%&-17%	-2.7%	-12
O=C(N/N=C/c1ccc(O)cc1)NC12CC3CC(CC(C3)C1)C2	3	-1%	-1	-1%	-28	-1	-8%	0.7%	5
Cc1cccc(NC(=O)COC(=O)Cc2c[nH]c3ccccc23)c1C	2	1%	0	-2%	14	0	0%	0.4%	-32*
COc1cccc(C(=O)O/N=C(\N)c2ccccn2)c1OC	1	-2%	3	-13%	4	-4	0%	-2.3%	9
CCOC(=O)C1CCCN(Cc2cn3c(-c4cccc(Br)c4)nnc3s2)C1 (stereo not drawn)	5	1%	-13	-3%	1	2	-5%	7.5%	12
COc1ccc(CC(C)N2CCN(Cc3ccccc3)CC2)c(OC)c1 (stereo not drawn)	2	1%	-21	-4%	0	-9	-7%	-0.7%	-11
O=C(Nc1cccc([N+](=O)[O-])c1)c1cc2ccccc2cc1O	24	3%	-4	0%	-69*	-7	-6%	1.8%	-42*
COc1ccc(CCN2C(=O)CSC2c2ccc(F)cc2)cc1 (stereo not drawn)	4	-3%	-6	-2%	3	-8	4%	-3.8%	-2
CC(=O)N/N=C(\C)CC(=O)Nc1cccc(C(F)(F)F)c1	2	5%	x	-4%	3	-1	-3%	0.4%	3
Fc1ccc(-c2csc(NC(=S)Nc3ccccc3)n2)cc1	2	-7%	-4	6%	-12	3	u	-0.3%	0
CC(C)(C)c1ccc(C(=S)N2CCN(c3ccccc3)CC2)cc1	3	-5%	13	-5%	-2	-1	10%	5.9%	10
COc1cccc(NC(=S)N(CCC(C)C)C2CCN(C(C)=O)CC2)c1	1	1%	6	-4%	17	6	8%	19%	-8
COc1cccc(NC(=O)CSc2nc(C)c(Cc3ccccc3)c(=O)[nH]2)c1	2	x	2	x	5	-1	x	2.9%	-73*
CCOC(=O)C1(CCCc2ccccc2)CCN(C2CCSCC2)CC1	2	4%	-2	-2%	13	-3	0%	-0.1%	-3
Cc1ccccc1NC(=O)N1CCNC(=O)C1CC(=O)Nc1cc(Cl)ccc1Cl (stereo not drawn)	2	-7%	-1	-2%	-6	-10	-7%	-0.6%	10
O=C(Nc1ccc(F)c(Cl)c1)c1ccc2c(=O)n3c(nc2c1)CCCCC3	16	1%	-1	6%	-12	-5	-3%	8.3%	-58*
COc1ccc(C(CNC(=O)c2cccc([N+](=O)[O-])c2)N2CCOCC2)cc1 (stereo not drawn)	-2	-8%	-10	-2%	-10	-1	0%	3.4%	1
COc1nc2cc(C)ccc2cc1-c1noc(-c2cccnc2)n1	4	x	8	x	x	-2	x	11%	-5
CCOC(=O)CC/C(=N\NC(N)=O)c1ccc(OC)c(Cl)c1	-1	1%	12	-4%	x	8	1%	-0.5%	4
CCC(=O)N=c1ccn(C2=Nc3ccccc3NC2=C(C#N)C#N)cc1	1	-6%	7	1%	-9	1	0%	-1.2%	3
CCCN1C(=O)c2ccccc2NC1c1ccc(OC)c(CSc2ccccn2)c1 (stereo not drawn)	0	-8%	-7	-6%	5	7	8%	0.3%	-5
COc1ccc(-c2nc3scc(CCNS(=O)(=O)c4ccccc4F)n3n2)cc1	14	1%	17	0%	-7	-1	1%	-0.6%	x

No new results follow: 2 of the compounds above.
SMILES	D1 agonist	Vif-APOBEC3G blk	D2 PAM	Glioma ERSR ind	RXFP1 antag	D1 PAM	Vif-A3F inh	RXFP1 agonist	D1 antag
CCOC(=O)CC/C(=N\NC(N)=O)c1ccc(OC)c(Cl)c1	-1	1%	12	-4%	x	8	1%	-0.5%	4
CCC(=O)N=c1ccn(C2=Nc3ccccc3NC2=C(C#N)C#N)cc1	1	-6%	7	1%	-9	1	0%	-1.2%	3

An excerpt of these results, in CSV form.
SMILES,D1 agonist,Vif-APOBEC3G blk,D2 PAM,Glioma ERSR ind,RXFP1 antag,D1 PAM,Vif-A3F inh,RXFP1 agonist,D1 antag
Cc1cccc(NC(=O)COC(=O)Cc2c[nH]c3ccccc23)c1C,2,1%,0,-2%,14,0,0%,0.4%,-32*
COc1cccc(C(=O)O/N=C(\N)c2ccccn2)c1OC,1,-2%,3,-13%,4,-4,0%,-2.3%,9

Going on with the list.
SMILES	D1 agonist	Vif-APOBEC3G blk	D2 PAM	Glioma ERSR ind	RXFP1 antag	D1 PAM	Vif-A3F inh	RXFP1 agonist	D1 antag
N#Cc1ccc(Oc2ccc(C(N)=O)cc2)cc1C#N	3	1%	-5	0%	-4	3	1%	2.5%	-16
CC1CN(C2CCCCC2)C(=O)NC1=O (stereo not drawn)	x	2%	x	-1%	10	x	1%	x	x
COc1ccc(N2CCN(S(=O)(=O)CCNC(=O)C(c3ccccc3)c3ccccc3)CC2)cc1	2	8%	14	-3%	-14	0	1%	2.9%	-2
CC(=O)N1CCc2cc(S(=O)(=O)NCC(=O)NCc3ccc(F)cc3)ccc21	4	0%	8	-6%	10	2	-9%	-0.8%	-4
CCOC(=O)CNC(=S)n1cnc(N)n1	3	-4%	8	-4%	-21	1	u	0.9%	-3
CCOc1cc(NC(=S)NCC2CCCO2)c(OCC)cc1NC(=O)c1ccccc1 (stereo not drawn)	3	-1%	2	-2%	-2	-3	2%	1.2%	0
CC(=O)Nc1nonc1-c1nc2ccccc2n1CCC(C)C	4	u	-16	-5%	x	-2	6%	-0.2%	3
O=C(CCCOc1ccccc1)NCCc1nc2ccccc2[nH]1	1	4%	-3	-3%	-6	-6	2%	-2.3%	6
c1ccc(Cn2c(CNc3nc4ccccc4n3CCN3CCOCC3)nc3ccccc32)cc1	-2	0%	-3	-3%	25	-3	-6%	-0.5%	0
CCOC(=O)C1CCN(S(=O)(=O)c2ccc(Cl)cc2OC)CC1	0	3%	13	-4%	-1	-1	-1%	2.5%	8
COc1ccccc1OCCn1c(COc2cc(C)ccc2C)nc2ccccc21	10	x	-2	x	-15	-1	x	-1.1%	-11
COc1cccc(N2CCN(C(=O)c3cccc(NC4=NC5CS(=O)(=O)CC5S4)c3)CC2)c1 (stereo not drawn)	4	2%	3	-2%	1	-4	5%	6.6%	1
CC(=O)N1CCN(C(=O)COC(=O)COc2ccc(C#N)cc2)CC1	0	0%	18	-1%	5	5	-5%	-1.1%	10
CC(=O)NC1C(=O)N=C(SCC(=O)Nc2sc3c(c2C#N)CCCCCC3)NC1=O (stereo not drawn)	-3	2%	-2	-5%	1	4	-1%	-1.2%	1
Nc1ccc(S(=O)(=O)Nc2ccnn2-c2ccccc2)cc1	0	1%&5%&3%	3	-4%&-4%&-6%&-3%&-4%&-2%	-6	-5	-2%	0.5%	4
CNC(=O)c1cc2cccc(OC)c2oc1=O	0	-6%	1	4%	15	-2	5%	1.1%	-12
Cc1cc(=O)n2ccccc2c1C#N	1	4%	2	-2%	12	1	-4%	9.8%	-1
COc1ccc(/C=N/NC(=O)C(=O)N2CCCC2)cc1	3	0%	-2	0%	-11	2	13%	0.6%	-3

A portion of the library, so the mix of outcomes need not match the whole.
